VIM-2 inh: inhibitors of Pseudomonas aeruginosa VIM-2 metallo-beta-lactamase; inhibition, % at 5.6 µM; purified VIM-2, nitrocefin hydrolysis, epi-absorbance fluorescence; actives 0.89% (n = 290,000);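 active = inhibition above the mean of all tested compounds plus 3 SD, cutoff set per screening run, cut at about 7.5% in these data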;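 note: red hydrolysis product quenches plate fluorescence so inhibitors raise well fluorescence; 0% = enzyme with DMSO and 100% = DMSO without enzyme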
PHOSPHO1 block: blocks human PHOSPHO1 phosphatase activity; recombinant PHOSPHO1, absorbance phosphatase assay; Q8TCT1; inhibition, % at 13.3 µM; actives 1.1% (n = 290,000); in the data active = inhibition above about 60%
PfM18AAP inh: PfM18AAP enzyme inhibition | recombinant PfM18AAP, H-Glu-NHMec fluorogenic cleavage | inhibition, % at 7.35 µM | actives 1.2% (n = 290,000);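 active = inhibition above the campaign mean inhibition over all tested compounds plus 3 SD, cut at about 28% in these data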;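 note: 0% = plate median of test compound wells and 100% = 2 mM ZnCl2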
IMP-1 inhibitor: inhibitors of Pseudomonas aeruginosa IMP-1 metallo-beta-lactamase | inhibition, % at 5.6 µM | purified IMP-1, nitrocefin hydrolysis, epi-absorbance fluorescence | AID 1556 | actives 0.45% (n = 290,000);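 active = inhibition above the mean plus 3 SD of all compounds in the same screening run, cut at about 4.5% in these data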;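 note: 0% = IMP-1 with DMSO and 100% = DMSO wells lacking enzyme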
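assay system = purified recombinant IMP-1 metallo-beta-lactamase enzyme | schedule = 15 min preincubation plus 25 min reaction at 25 °C | signal = Epi-absorbance fluorescence, 480 nm excitation, 530 nm emission | read-out basis = percent inhibition from optical density relative to buffer-blank wells | controls = IMP-1 with DMSO as 0%, enzyme-free DMSO as 100%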
GPR7 antagonist: human neuropeptides B/W receptor 1 antagonism; P48145; GPR7-expressing cells, fluorescence antagonist assay; actives 1.1% (n = 290,000); AID 1861; inhibition, % at 4.4 µM; in the data active = inhibition above about 16%, passing the limit was not always enough;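 note: cells stimulated with the agonist NPW; 0% = agonist with vehicle and 100% = vehicle without agonist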
pCIP destab: lowers stability of the mouse p/CIP coactivator protein | F442A p/CIP-EGFP cells, EGFP fluorescence, 16 h | AID 1984 | actives 0.01% (n = 290,000) | decrease of EGFP signal, % at 10 µM;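 active = EGFP signal decrease of at least 30% at 10 µM or well 3 SD below plate mean, unless failing retest; inactive = the rest, including hits failing retest or dose response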; note: some compounds called inactive have numbers as strong as hits; many of its hits are not listed in these tables
NALP1 inh: NALP1 inhibition | inhibition, % at 10 µM | actives 0.61% (n = 280,000) | S. cerevisiae NALP1/ASC/caspase-1 growth, X-gal OD620, 72 h; in the data active = inhibition mostly above about 24%, no sharp cut-off; inactive = mostly below about 32%; note: some compounds called inactive have numbers as strong as hits
IDE cell activ: IDE (human) activation, cell-based; P14735; HEK cells, FAbeta-B cleavage, fluorescence polarization; 0% vehicle, 100% cell-free pure enzyme wells; activation, % at 5.96 µM; actives 0.073% (n = 340,000);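 active = activation above the mean of all tested compounds plus 3 SD, set per screening campaign, cut at about 17% in these data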
Target sequence (P14735 whole entry, looked up): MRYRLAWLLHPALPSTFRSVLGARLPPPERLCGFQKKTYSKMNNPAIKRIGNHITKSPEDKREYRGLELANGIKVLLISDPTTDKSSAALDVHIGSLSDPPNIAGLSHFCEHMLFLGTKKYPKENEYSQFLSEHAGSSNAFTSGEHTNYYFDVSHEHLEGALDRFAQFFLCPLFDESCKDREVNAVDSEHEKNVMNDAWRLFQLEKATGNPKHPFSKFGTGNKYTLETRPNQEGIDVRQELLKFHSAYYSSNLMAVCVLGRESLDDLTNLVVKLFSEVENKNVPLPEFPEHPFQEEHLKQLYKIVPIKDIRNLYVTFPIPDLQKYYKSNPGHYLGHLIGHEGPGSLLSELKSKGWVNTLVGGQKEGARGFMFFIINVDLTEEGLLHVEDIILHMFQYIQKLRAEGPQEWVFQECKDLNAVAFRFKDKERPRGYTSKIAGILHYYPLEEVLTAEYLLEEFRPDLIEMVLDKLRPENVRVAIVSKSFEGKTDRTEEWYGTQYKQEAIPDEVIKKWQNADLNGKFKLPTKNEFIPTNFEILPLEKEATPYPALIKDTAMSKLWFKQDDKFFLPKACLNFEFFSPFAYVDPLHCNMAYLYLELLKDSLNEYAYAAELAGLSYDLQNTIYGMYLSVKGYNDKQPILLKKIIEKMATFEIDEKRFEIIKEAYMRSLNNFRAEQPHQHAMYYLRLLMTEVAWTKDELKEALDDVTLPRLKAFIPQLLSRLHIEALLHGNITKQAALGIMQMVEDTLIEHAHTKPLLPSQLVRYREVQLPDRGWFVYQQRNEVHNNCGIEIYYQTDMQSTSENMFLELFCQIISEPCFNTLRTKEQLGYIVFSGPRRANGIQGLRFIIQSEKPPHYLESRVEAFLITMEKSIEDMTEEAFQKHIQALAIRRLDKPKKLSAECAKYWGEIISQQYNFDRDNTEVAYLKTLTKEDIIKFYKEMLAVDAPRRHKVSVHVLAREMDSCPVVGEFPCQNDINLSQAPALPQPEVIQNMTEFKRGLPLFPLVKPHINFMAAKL
IDE inh: inhibitors of human insulin-degrading enzyme in cells | inhibition, % at 5.59 µM | HEK cells, FAbetaB cleavage, fluorescence polarization | actives 0.41% (n = 320,000) | P14735 | AID 434962;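 active = percent inhibition above the average of all tested compounds plus 3 SD, set per screening campaign, cut at about 16% in these data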;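 note: IDE supplied by intact live HEK cells; FP after avidin binding of uncleaved biotin substrate so inhibition keeps polarization high; 0% = DMSO wells and 100% = 60 µM reference IDE inhibitor Ii1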
Starred values were filed as active, the others as inactive; · = no result given. Random draw from the library; about 5.3% have a hit in one of these screens.

SMILES	VIM-2 inh	PHOSPHO1 block	PfM18AAP inh	IMP-1 inhibitor	GPR7 antagonist	pCIP destab	NALP1 inh	IDE cell activ	IDE inh
CCN1CCCc2cc(CN(CCN3CCOCC3)C(=S)Nc3ccccc3C)ccc21	-2.6	-3	4	-1.9	-2	0	2	1	2
CCOC(=O)C1CCN(C(=O)CCc2nnc3ccc(NCc4ccco4)nn23)CC1	-2.5	12	17	-3.1	-5	12	-11	-2	-1
CC(Sc1ccc(Cl)cc1)C(=O)NCC1CCCO1 (centres undefined)	1.3	-7	-1	-3.1	-10	-2	-6	-2	5
COc1ccc(/C=C/C(=O)NCCN2CCOCC2)cc1OC	-0.7	20	-17	-2.8	-13	-8	-6	-3	1
Cc1cc(N2CC(=O)N(CCc3ccccc3)C(=O)C2)n2ncnc2n1	3.2	-12	18	-1.8	-13	-15	6	3	8
CC(C)(C)NC(=O)c1ccc(Sc2ccccc2)c([N+](=O)[O-])c1	-2.1	14	11	-2.8	-3	-5	31	3	-2
NC(=O)NC(=O)CSc1nnc(-c2ccco2)n1Cc1ccccc1	-1.0	42	-8	-0.5	-9	-9	12	-5	0
C/C(=N\NC(=O)CSc1nc2nc(C)cc(C)n2n1)c1ccccc1	-2.8	2	-3	-3.8	3	-9	11	-2	2
Cc1cccc(OCCCC(=O)Nc2ccc(N3CCOCC3)cc2)c1	-1.9	30	-2	-3.3	-5	-9	-10	1	3
COc1ccc(C(=O)Nc2ccccc2C(=O)NCC2CCCO2)cc1 (centres undefined)	-0.6	19	-2	0.3	14	-22	2	4	-3
CCCCS(=O)(=O)NC1=NCN(CCOC(=O)c2ccccc2)CN1	-1.3	·	-8	-0.3	-11	·	·	6	2
C=CCc1cccc2cc(C(=O)NC(C)(C)C)c(=O)oc12	-0.1	0	2	-4.3	-15	2	17	7	0

Three compounds from above, reduced to GPR7 antagonist and PfM18AAP inh.
| SMILES | GPR7 antagonist | PfM18AAP inh |
| --- | --- | --- |
| CC(C)(C)NC(=O)c1ccc(Sc2ccccc2)c([N+](=O)[O-])c1 | -3 | 11 |
| NC(=O)NC(=O)CSc1nnc(-c2ccco2)n1Cc1ccccc1 | -9 | -8 |
| C/C(=N\NC(=O)CSc1nc2nc(C)cc(C)n2n1)c1ccccc1 | 3 | -3 |

The results go on:
SMILES	VIM-2 inh	PHOSPHO1 block	PfM18AAP inh	IMP-1 inhibitor	GPR7 antagonist	pCIP destab	NALP1 inh	IDE cell activ	IDE inh
Cc1ccc(S(=O)(=O)NCCC(c2ccc(F)cc2)c2ccco2)cc1 (centres undefined)	-2.2	-4	3	-3.6	-19	2	14	-2	3
O=C(CSc1nnc(CNC(=O)c2ccco2)o1)Nc1ccc(OC(F)(F)F)cc1	-1.6	28	4	-3.8	1	1	24	-1	-10
Cc1ccc(C(=O)CC2(O)C(=O)N(CN3CCOCC3)c3ccccc32)cc1 (centres undefined)	-0.4	-10	-5	-1.1	6	2	13	-1	4
CCOc1ccc(C2N(c3ccc(Cl)cc3)C(=O)C3CCCN32)cc1OC (centres undefined)	0.9	4	-3	-1.6	-9	4	0	4	3
COc1ccc(CCc2nc(-c3ccc(-n4cccc4)cc3)no2)cc1	-1.5	0	-7	-1.0	5	-8	-15	6	4
Cc1ccc(NNC(=O)c2snnc2C)cc1Cl	0.3	42	4	-3.1	21	-7	·	1	4
Cc1c(C(=O)N2CCN(Cc3ccccc3)CC2)oc2c1C(=O)CC(C)(C)C2	-1.3	47	7	-1.8	-4	-9	1	-3	5
CC(C)NC(=O)CSc1nc2ccccc2c(=O)n1CCCOC(C)C	-3.4	17	-7	-4.0	-8	0	5	-4	-2
CCN(CC(=O)Nc1ccc2c(c1)OCCO2)C(=O)CC1CCCC1	-1.3	6	-4	2.3	1	-3	-5	3	-1
CCOC(=O)C1=C(C)C(c2ccccc2)NC(=S)N1 (centres undefined)	-2.8	10	-1	-0.6	3	0	16	-3	0
Cc1cc(C)c(C)c(Cn2c(CO)nc3ccccc32)c1C	-2.1	-32	-4	-4.5	-12	-3	14	0	0
O=C(O)CCC(=O)NNC(=O)CCC(=O)Nc1ccccc1	-4.6	32	0	-2.4	-8	-1	24	·	-3
C/C(=N\NC(=O)c1ccccc1O)C1CC1	-4.1	22	13	-3.1	-3	-1	-8	3	-2
CC(C)N(Cc1cc2ccccc2[nH]c1=O)C(=O)C(C)(C)C	-2.4	-7	2	-3.4	-8	-9	7	-1	3
COC(=O)c1ccc(-c2noc(CN(C)CCC3CCCCO3)n2)cc1 (centres undefined)	-2.3	32	4	-2.8	-7	2	-4	4	-1
CC(C)c1ccc(/C=C(\NC(=O)c2ccccc2)C(=O)NCCCN2CCOCC2)cc1	-3.0	24	1	-2.4	-3	-116	11	6	-2
COc1ccc(CCNC(=O)CSc2nnc(CNC(=O)c3ccccc3F)o2)cc1OC	-3.3	10	3	-3.4	-10	-3	-19	1	-2
CNc1nc2c(C)cccn2c(=O)c1C=Nc1ccc(OC)cc1	4.3	38	-2	-1.2	-6	-12	-2	1	5
O=C(Cc1c(O)c2ccccc2[nH]c1=O)N(Cc1ccccc1)Cc1ccccc1	0.1	11	5	-2.1	9	-8	2	-3	6
CCCn1c(N2CCN(CC(=O)c3c[nH]c4ccccc34)CC2)nc2c1c(=O)[nH]c(=O)n2C	-1.0	48	6	-0.1	-9	7	23	-8	-2
COCCN1C(=O)C(=O)/C(=C(/O)c2ccc(S(=O)(=O)N3CCCCC3)cc2)C1c1ccc(OC)cc1 (centres undefined)	2.0	20	-6	-0.5	3	-3	14	4	7
COc1ccc(NC(=O)CCNS(=O)(=O)c2ccc3c(c2)CCC(=O)N3)cc1	-1.9	16	1	-3.7	-12	-18	10	0	1
O=C(Nc1cccc(S(=O)(=O)N2CCCCCC2)c1)c1cc(=O)c2ccccc2o1	-2.1	32	3	-1.4	-8	-2	9	1	3
CCN(CC)C(=O)N1c2ccccc2C=Cc2ccccc21	-2.6	-16	-10	-4.0	3	-11	5	4	6
CCCCOC(=O)c1cc(=O)[nH]c(=O)[nH]1	-0.3	-9	-4	-0.9	-2	16	-6	1	-4
Cc1c(-c2ccc(F)cc2)nc(N)c(C#N)c1-c1cccs1	-0.1	-4	-14	-1.1	6	-2	5	4	4
Cc1csc(SCC(=O)Nc2nc3ccccc3s2)n1	-2.0	2	1	-3.1	2	-3	11	2	0
CC(C)CN1CCNC(=O)C1CC(=O)NCCc1ccc(C(F)(F)F)cc1 (centres undefined)	-0.9	20	-4	-0.5	-7	-18	-1	1	-2
Cc1c(NC(NC(=O)CC(C)C)C(Cl)(Cl)Cl)c(=O)n(-c2ccccc2)n1C (centres undefined)	-1.9	19	2	-1.7	-18	10	9	0	6
COC(=O)c1cc(-c2c(C)nn(-c3ccccc3)c2C)n[nH]1	0.3	3	-1	-2.6	0	-3	12	-4	-6
O=C(O)CCC(=O)NNc1ccccc1[N+](=O)[O-]	-0.6	6	-7	-1.6	4	3	20	2	0
CC(=O)Nc1ccc(Nc2nc(C)nc3c2oc2ccccc23)cc1	18*	11	6	0.2	-16	-1	-10	3	4
COc1ccc(CN2CC(C(=O)NCCC3=CCCCC3)CC2=O)cc1 (centres undefined)	-1.7	25	-6	1.2	-1	-2	9	-3	4
CN(Cc1nnc(-c2ccc(F)cc2)o1)c1ccccc1	-5.5	10	-4	-3.6	2	-6	13	-4	2
COC12NC(=O)N(C)C1(OC)C(=O)N(C)C(=O)N2C (centres undefined)	-4.9	-6	-3	-2.8	-5	-8	16	4	1
Cc1ccc(NC(=O)c2ccco2)c(NC(=O)c2cccs2)c1	-0.2	3	-4	-0.1	1	-6	34	0	2
O=C(NCCCN1CCOCC1)c1ccc2c(c1)N(Cc1ccc(Cl)cc1)C(=O)c1ccccc1S2=O (centres undefined)	1.7	0	-9	-0.5	2	-8	15	-2	1
COc1ccc(C(=O)Nc2ccccc2C(=O)Nc2ccncc2)cc1	-5.1	63*	2	-3.0	-14	-13	-4	1	4
Cn1c(SCCC#N)nnc1-c1ccc(F)cc1	-1.9	-67	-1	-2.4	-13	10	-2	7	3
O=C1C(=O)c2ccccc2C(O)=C1c1ccccc1F	-2.1	39	-10	-2.8	-1	-17	·	9	3
CCCSc1nc2c(c(=O)[nH]c(=O)n2C)n1Cc1ccc(C)cc1	-1.7	-4	-1	-1.8	12	-12	-4	-1	0
NC(=O)c1ccc(C23CC4CC(CC(C4)C2)C3)o1	-0.6	-3	-2	-3.9	-9	-4	33	-3	-1
CCOc1cccc(-c2nn3c(-c4ccco4)nnc3s2)c1	-0.2	26	3	-1.3	-7	-7	11	-1	-2
CCOC(=O)c1csc(NC(=O)c2ccc(S(=O)(=O)N(C)C)cc2)n1	-3.1	-4	-7	-3.9	-6	-10	27	-2	-3
O=c1cc(N2CCCCC2)c(-c2ccccc2)nn1Cc1ccccc1	1.2	20	-8	-2.5	-11	-11	-13	0	-1
Cc1cccc(NC(c2ccc(O)cc2)c2ccc3ccc(C)nc3c2O)n1 (centres undefined)	-3.0	63*	19	1.1	-2	-10	-17	2	-4
Cc1nc(SCCc2ccccc2)[nH]c(=O)c1C	0.0	22	7	-0.6	-7	-7	9	3	2
O=C(COc1cc(Cl)c(Cl)cc1Cl)N1CCN(c2ccccn2)CC1	-2.6	13	-2	-3.3	-18	12	15	·	-1
COC(=O)c1ccc(C(=O)OCCCc2nc3ccc(N)cc3[nH]2)cc1	-2.3	-4	-4	1.6	-11	-17	0	4	5
O=C1CC(N2CCN(Cc3ccc4c(c3)OCO4)CC2)C(=O)N1c1ccccc1 (centres undefined)	-4.2	21	-8	-1.2	-6	-5	-24	3	10
COc1ccc(/C=C/C(=O)NC(=S)Nc2ccc(S(=O)(=O)Nc3cc(OC)ncn3)cc2)cc1	-3.1	14	-9	-1.5	10	8	21	·	·
O=C1c2ccccc2S(=O)(=O)N1Cc1nnc(-c2ccccc2Br)o1	4.4	0	-15	-0.9	4	-13	-5	5	·
COC(=O)C1=C(O)C2(C(=O)O)CC(C(=O)OC)=C(O)C(C(=O)O)(C1)C2	0.3	22	-8	-0.7	-14	-1	·	3	5
CS(=O)(=O)N(CC(=O)N1CCOCC1)Cc1ccccc1	-5.7	-22	6	-3.0	-17	-6	33	-11	-3
CN(C(=O)CC1C(=O)NCCN1Cc1cccc(C(F)(F)F)c1)C1CCOCC1 (centres undefined)	-0.4	12	9	-0.7	7	6	-10	1	-1
Cc1c(CC(=O)O)c(=O)oc2cc3occ(-c4ccc(F)cc4)c3cc12	0.8	27	-8	0.2	-6	-6	9	3	-2
CN(C)C(=O)c1nc(C#N)c(N(C)C)o1	-0.4	-1	-14	-1.8	0	4	-10	1	2
O=C(CCC1CCN(Cc2ccc(Cl)cc2)CC1)NC1CC1	-0.5	·	0	-3.2	-16	-6	-6	3	7
COc1ccc(N2CCN(C(=O)c3cc4c(=O)n(Cc5ccccc5)ccc4nc3C)CC2)cc1	-1.9	20	3	-3.6	-13	-9	21	2	-5
CCc1ccc2[nH]c(C(=O)N(C)c3ccc(F)cc3F)cc2c1	-1.2	28	3	-1.4	-19	-6	3	4	-1
CCC(C)NC(=O)c1cn(CC)c2cc(N3CCN(C)CC3)c(F)cc2c1=O (centres undefined)	3.2	-14	-6	-0.1	-2	3	21	·	-3
